Screening data: PubChem, National Center for Advancing Translational Sciences (NCATS)
LmPK inh = blocks Leishmania mexicana pyruvate kinase activity; purified LmPK, Kinase-Glo ATP luminescence, 1 h; Potency, µM (highest dose often 57.5 µM), inactives show at the highest dose activity change, negative = inhibition, usual class: inhibitors; 290,000 compounds, 0.37% hits; note: potency is the fitted concentration of half-maximal effect
Target sequence (Q27686 whole entry, looked up): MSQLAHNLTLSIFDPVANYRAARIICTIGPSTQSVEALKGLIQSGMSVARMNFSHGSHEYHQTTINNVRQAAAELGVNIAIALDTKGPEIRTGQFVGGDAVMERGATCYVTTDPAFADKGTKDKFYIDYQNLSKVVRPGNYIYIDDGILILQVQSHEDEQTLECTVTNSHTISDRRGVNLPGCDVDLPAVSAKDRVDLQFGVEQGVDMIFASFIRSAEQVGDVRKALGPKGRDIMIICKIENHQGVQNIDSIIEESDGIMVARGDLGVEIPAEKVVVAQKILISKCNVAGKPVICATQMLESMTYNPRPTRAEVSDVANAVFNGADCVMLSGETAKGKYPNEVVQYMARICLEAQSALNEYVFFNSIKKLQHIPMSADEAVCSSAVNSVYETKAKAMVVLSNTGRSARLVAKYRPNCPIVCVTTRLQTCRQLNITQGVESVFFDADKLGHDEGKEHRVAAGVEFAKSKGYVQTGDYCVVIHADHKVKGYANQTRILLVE
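qHTS format; LmPK 0.1 nM; substrates PEP 0.5 mM and ADP 0.1 mM. One-hour room-temperature incubation, then coupled luciferase luminescence; 0.5 nM enzyme wells mark activation.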
Sm TGR block = inhibitors of Schistosoma mansoni thioredoxin glutathione reductase; 360,000 compounds, 3% hits; purified TGR, DTNB reduction, TNB absorbance 405 nm; Q962Y6; Potency, µM (doses to about 114 µM), inactives show at the top dose activity change, negative = inhibition, actives largely listed as inhibitors; note: potency is the fitted concentration of half-maximal effect; nearly all actives have a fitted effect of over 60% in size
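Kinetic colorimetric format: TGR-catalysed, NADPH-driven DTNB reduction monitored via TNB absorbance. Enzyme dispensed at 20 nM; compound exposure 15 min at room temperature before reaction start.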
TbPYK inhibitor = T. brucei pyruvate kinase inhibition; Q57TT1; TbPYK enzyme, Kinase-Glo Plus ATP luminescence, 45 min; Potency, µM (top dose mostly 76.8 µM), for inactives: top-dose activity, negative = inhibition, actives largely listed as inhibitors; 410,000 compounds, 0.12% hits; note: potency is the fitted concentration of half-maximal effect; nearly all actives have a fitted effect of over 50% in size
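Glycolytic pyruvate kinase of T. brucei was incubated with substrate, test compound and 130 uM ADP for 45 minutes at room temperature. Luminescent Kinase-Glo Plus signal was measured after 10 minutes.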
HCMV antiviral = blocks human cytomegalovirus replication | HFF cells, HCMV-luciferase reporter, 72 h; hits give low values | activity change, negative = inhibition, % at 57.5 µM | 410,000 compounds, 4.5% hits; in the data active = activity change below about -60%; inconclusive = no clear call, values can overlap the other calls; inactive = above about -39%
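After 16 h attachment at 37C, HFF cells received test compound and HCMV-luciferase (1 PFU/cell); reporter luminescence read 72 h later, data normalized against buffer-only and known inhibitor Salinomycin.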
AmpC inh no detg = inhibitors of E. coli AmpC beta-lactamase without detergent | Potency, µM (doses to about 57.1 µM), for the others: top-dose activity change, negative = inhibition, actives largely listed as inhibitors | 330,000 compounds, 0.52% hits | AmpC nitrocefin hydrolysis, absorbance 480 nm, 0.0001% Triton | P00811;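 note: potency is the fitted concentration of half-maximal effect; plate controls were no compound for no effect and no enzyme for full effect; nearly all actives have a fitted effect of over 20% in size; some results filed as inactive show a strong effect at the top dose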
Target sequence (P00811 whole entry, looked up): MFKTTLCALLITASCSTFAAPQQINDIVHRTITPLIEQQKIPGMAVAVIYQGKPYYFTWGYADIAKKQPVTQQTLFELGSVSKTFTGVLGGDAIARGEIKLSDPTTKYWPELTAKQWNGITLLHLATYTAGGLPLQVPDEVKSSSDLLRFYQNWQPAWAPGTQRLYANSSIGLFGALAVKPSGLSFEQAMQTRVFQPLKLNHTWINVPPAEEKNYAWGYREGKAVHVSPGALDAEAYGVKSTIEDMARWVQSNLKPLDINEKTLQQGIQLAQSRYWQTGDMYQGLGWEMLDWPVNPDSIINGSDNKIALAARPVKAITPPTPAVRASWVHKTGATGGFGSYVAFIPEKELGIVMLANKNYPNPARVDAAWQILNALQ
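20 mM phosphate pH 7.0 + 0.01% (detergent screen) or 0.0001% Triton X-100; 5.3 nM AmpC reagent; cpd preinc 15 min RT; nitrocefin (800 uM stock) to start; A480 q20 s × 4 min; Activity was normalised to no-enzyme and no-compound control wells.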
AMA1 RON2 block = disrupts binding of P. falciparum AMA1 to RON2. Potency, µM (titrated, usually from 58.2 µM), inactives show at the top dose activity change, negative = inhibition, hits mostly inhibitors. AlphaScreen AMA1-biotinylated RON2 peptide binding. 360,000 compounds, 0.2% hits;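 note: potency is the fitted concentration of half-maximal effect; 0% = vehicle wells and -100% = peptide control; nearly all actives have a fitted effect of over 45% in size; some results filed as inactive show a strong effect at the top dose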
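AMA1 (3D7) with his tag at 25 nM final met compounds first, then biotinylated RON2 peptide at 25 nM; detection used donor plus acceptor beads, 10 µg/mL apiece, read by AlphaScreen after 30 min at room temperature.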
AmpC detergent = inhibitors of E. coli AmpC beta-lactamase with detergent. P00811. AmpC hydrolysis of nitrocefin, absorbance 480 nm, 0.01% Triton. Potency, µM (doses to about 114 µM), for inactives: at the top dose activity change, negative = inhibition, actives largely listed as inhibitors. 370,000 compounds, 0.041% hits. AID 485294;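 note: potency is the fitted concentration of half-maximal effect; 0% = no-compound wells and -100% = no-enzyme wells; nearly all actives have a fitted effect of over 25% in size; some results filed as inactive show a strong effect at the top dose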
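AmpC (5.3 nM in the dispensed reagent) in 20 mM phosphate pH 7.0 with 0.01% (detergent screen) or 0.0001% Triton X-100 was preincubated with compounds for 15 min at room temperature. Nitrocefin was then added from an 800 uM solution, and hydrolysis was followed at 480 nm.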
* marks the source's active call; other numbers are inactive results; u = inconclusive; x = no result given; & = joins results of further samples; [ ] = remark or other dose. Unless noted, calls come from the whole dose curve; as a rule, active = well fitted curve in the direction sought with a large enough effect; inconclusive = small, poorly fitted or top-dose-only effect, or another doubt; inactive = no such curve, though single readings can be large; an effect the other way counts as inactive or inconclusive. Unless noted, % is set by controls: 0 for no effect and ±100 for the full control effect. Rows are unselected (roughly 7.4% active in at least one column).

SMILES	LmPK inh	Sm TGR block	TbPYK inhibitor	HCMV antiviral	AmpC inh no detg	AMA1 RON2 block	AmpC detergent
COc1ccc(C(CNCC(=O)Nc2ccccc2F)N(C)C)cc1 (stereo unspecified)	-3.4%	-12.6%	3.3%	8.0	-1.2%	-10.4%	-9.4%
Cc1ccc2nc(/C(C#N)=C/c3ccc(-c4cccc(Cl)c4)o3)[nH]c2c1	x	-3.4%	-2.1%	-13.9	x	x	0.4%
COc1ccccc1CC(=O)Nc1ccc(-c2noc(COc3ccc(Br)cc3)n2)cc1	6.1%	7.4%	-5.6%	-26.9	-21.9%	2.4%	-0.8%
Clc1nc(-c2ccccc2)cc(-c2ccc(Br)cc2)n1	x	x	4.1%	30.0	x	72.1%[activator]	x
Cc1ccc(C(=O)C(=O)c2ccc(C)c(N)c2)cc1N	8.2%	22.8%	-3.0%	14.5	-17.6%	4.8%	10.1%
CSc1ccc(Cn2c(C)c(C(=O)NCc3ccc(C(C)C)cc3)sc2=O)cc1	x	x	-4.6%	-29.3	x	-7.6%	x
COc1cc(-c2nnco2)cc(OC)c1OC	11.6%	6.8%	-8.5%	-2.2	37.6%	-11.4%	1.6%
O=S(=O)(Cc1ccccc1Cl)CC(O)COc1ccccc1Cl (stereo unspecified)	-5.6%	-8.9%	-6.2%	-21.6	-15.3%	-9.1%	5.2%
COC(=O)Cc1c(C)nc2nc(-c3ccccc3)[nH]n2c1=O	-11.5%	-4.4%	-6.4%	1.6	-20.1%	8.2%	-0.4%
Cc1ccc(NC(=O)CN(C)C(=O)CN2C(=O)NC(C)(c3ccccc3)C2=O)cc1 (stereo unspecified)	-1.1%	2.2%	2.3%	39.7	16.2%	7.2%	3.6%
O=C(Nc1ccc2c(c1)OCCO2)C1c2ccccc2OCC(=O)N1Cc1ccc2c(c1)OCO2 (stereo unspecified)	x	x	1.6%	12.4	x	-3.3%	x
O=C(c1ccc2c(c1)N(Cc1ccc(F)cc1)C(=O)c1ccccc1S2=O)N1CCC(Cc2ccccc2)CC1 (stereo unspecified)	x	0.1%	1.7%	-78.4*	x	x	17.2%
CCOC(=O)CCNC(=O)c1ccccc1Br	3.6%	5.9%	0.6%	-3.2	-2.4%	2.7%	-18.2%
O=C1NC(=O)C(=Cc2ccccc2[N+](=O)[O-])C(=O)N1	x	x	u	-3.1	x	-5.4%	x
O=C(c1cc(-c2ccc(Cl)cc2)on1)N1CCc2ccccc2C1	0.8%	2.7%	2.7%	-12.8	-28.9%	-2.5%	6.1%
N#CC1(NC(=O)COC(=O)CCN=C2NS(=O)(=O)c3ccccc32)CCCCC1	-3.3%	-1.0%	6.6%	-16.2	-15.7%	2.1%	4.6%
CCCCNc1nc2ccccc2c2nc(-c3ccccc3)nn12	x	5.1%	-1.6%	-17.2	x	x	23.5%
Cc1ccc(NCC(=O)N/N=C\C(Br)=C\c2ccccc2)cc1	-2.0%	-18.5%	-0.8%	u	-27.0%	34.3%[activator]	1.6%
Cc1cccc(OCC(=O)Nc2nc3ccc([N+](=O)[O-])cc3s2)c1	0.0%	2.1%	-18.3%	-22.8	-38.1%	2.9%	u
Cc1ccc(CNC(=O)C2(c3cccs3)CCOCC2)cc1	-0.8%	-4.7%&-4.4%	3.4%&4.2%	12.1&-22.9	-6.7%	-9.5%	u
Cc1ccc(C2(CCN)CCOC(C(C)C)C2)cc1 (stereo unspecified)	-4.3%	-4.7%	2.3%	4.5	5.8%	-7.6%[2.32 µM]	-7.1%
CCN(CC)c1ccc(O)c(C=Nc2ccc(C)c(C)c2)c1	0.5%	x	1.9%	u	-5.7%	-4.8%	3.9%
Cc1ccccc1S(=O)Cc1ccc(C(=O)N2CCN(C3CCCCC3)CC2)o1 (stereo unspecified)	x	x	-9.5%	-31.7	x	11.2%	x
N#CCSc1nc2ccccc2o1	-0.2%	-0.6%	-1.5%	-1.8	-22.9%	-6.5%	-4.2%
O=[N+]([O-])c1ccc(/C=C/c2ccc3cccc([N+](=O)[O-])c3n2)cc1	4.4%	8.4%	-2.6%	u	-33.6%	u	-0.7%
The list continues.
SMILES	LmPK inh	Sm TGR block	TbPYK inhibitor	HCMV antiviral	AmpC inh no detg	AMA1 RON2 block	AmpC detergent
CCOC(=O)c1[nH]c(CO)c(C(=O)OCC)c1C	-0.3%	-8.8%	6.6%	-4.5	-3.8%	-5.8%	-7.4%
C/C(Cl)=C/Cn1c(N2CCCC2)nc2c1c(=O)n(C)c(=O)n2C	-2.7%	4.7%	1.7%	-37.9	-4.4%	-1.3%	-10.3%
COc1cccc(N=Nc2ccc3ccccc3c2O)c1	-6.3%	-0.9%	-18.5%	34.2	-16.7%	2.82µM*	u
Cc1ccc(C)c(C2=NNC(=O)CC2)c1	x	x	2.6%	7.6	x	9.7%	x
Cc1cccn2cc(COc3cccc([N+](=O)[O-])c3)nc12	2.2%	-9.8%	-5.4%	-32.6	-34.6%	-7.2%	-2.6%
O=C(NS(=O)(=O)NC1CCCCC1)C1=C(N2CCCC2)COC1=O	x	x	-4.8%	-3.5	-15.3%	7.6%	x
COc1ccccc1N(C)S(=O)(=O)c1ccc(Cl)c(C(=O)NCCCN2CCOCC2)c1	-3.9%	7.4%	-19.2%	-11.3	50.6%	-3.5%	-1.1%
Cc1ccc(C2C(C#N)=C(N)Oc3c2sc2ccccc32)o1 (stereo unspecified)	3.2%	u	x	x	-29.7%	x	-11.6%
CCCN(CC(=O)Nc1ccccc1C)C(=O)c1ccc(NC2CC2)c([N+](=O)[O-])c1	x	1.9%	0.3%	-23.8	-3.5%	-0.3%	u
CCOC(=O)C(NS(=O)(=O)c1ccccc1)(C(F)(F)F)P(=O)(OC(C)C)OC(C)C (stereo unspecified)	8.1%	35.5µM*	-3.2%	-10.1	-0.8%	0.9%	-11.8%
O=C1/C(=C/C=C/c2ccco2)SC(=S)N1c1ccc(O)cc1	3.4%	4.47µM*	-9.2%	-2.5	15.8µM*	u	-1.0%
CC(C)(C)NC(=O)Cn1nnc(-c2ccc(S(C)(=O)=O)cc2)n1	-4.9%	0.0%	0.0%	6.4	-2.8%	2.8%	1.3%
COC(=O)[C@@]1(C(C)C)N=C(c2cc(OC)c(OC)c(OC)c2)[C@]2(O1)C(=O)N(C)c1ccc(Br)cc12	x	x	2.6%	-16.5	x	0.9%	x
CCN(CC)C1=CC2=CC(=C(C#N)C#N)CCC2CC1 (stereo unspecified)	-4.7%	-29.2%	-1.0%	u	-15.1%	-6.5%	-0.2%
O=c1sc(N2CCN(c3ccc(F)cc3)CC2)nc2ccsc12	5.4%	0.4%	3.9%	8.7	-12.9%	4.6%	u
COc1ccc(CCC(C)Nc2ccc(F)c(F)c2)cc1 (stereo unspecified)	1.7%	-23.4%	-9.1%	-10.6	-30.0%	18.3%	-7.9%
C=CCC1(Cl)C(=O)C(Cl)=C(N2CCN(C)CC2)C1(OC)OC (stereo unspecified)	0.2%	3.2%	-0.3%	-3.8	-16.2%	-9.2%	2.7%
CN(CCO)c1ccc2c(c1)OC[C@@H](Cc1ccccc1)NS2(=O)=O	x	x	-1.6%	4.1	x	-19.1%	x
Clc1ccc(-n2ncc3c(NCc4cccnc4)ncnc32)cc1Cl	0.9%	-30.8%	4.9%	0.0	-18.7%	0.0%	2.3%
Cc1ccccc1-c1noc(-c2ccccc2C(=O)N2CCCC2)n1	5.1%	-26.8%	5.5%	-15.4	62.7%[activator]	-5.0%	-6.1%
CC(Oc1ccccc1)C(=O)N(CCC1=CCCCC1)c1c(N)n(Cc2ccccc2)c(=O)[nH]c1=O (stereo unspecified)	-6.3%	1.3%	1.5%	23.5	-28.6%	-16.0%	2.9%
CCn1c2ccccc2c2nnc(SCC(=O)c3ccccc3)nc21	-2.2%	-16.8%	-5.5%	-23.8	-52.7%	-3.0%	u
CCc1nc2ccc(C(=O)NCCCN(C)C)cn2c1N(CC)CCOC	x	x	4.8%	0.3	x	-3.5%	x
CCOc1ccc(C(c2c(NC(=O)c3ccccc3)sc(C)c2C)N2CCN(CCO)CC2)cc1 (stereo unspecified)	5.3%	-7.8%	-6.6%	-35.9	279.5%[activator]	-2.5%	-4.6%
Cn1c(=NC(=O)COc2ccccc2)sc2cccc(F)c21	9.9%	7.0%	4.7%	-16.2	-15.1%	-9.0%	5.3%

Part of the list above in order of SMILES length, ascending.
SMILES	LmPK inh	Sm TGR block	TbPYK inhibitor	HCMV antiviral	AmpC inh no detg	AMA1 RON2 block	AmpC detergent
CCn1c2ccccc2c2nnc(SCC(=O)c3ccccc3)nc21	-2.2%	-16.8%	-5.5%	-23.8	-52.7%	-3.0%	u
O=C(NS(=O)(=O)NC1CCCCC1)C1=C(N2CCCC2)COC1=O	x	x	-4.8%	-3.5	-15.3%	7.6%	x
CC(C)(C)NC(=O)Cn1nnc(-c2ccc(S(C)(=O)=O)cc2)n1	-4.9%	0.0%	0.0%	6.4	-2.8%	2.8%	1.3%
CN(CCO)c1ccc2c(c1)OC[C@@H](Cc1ccccc1)NS2(=O)=O	x	x	-1.6%	4.1	x	-19.1%	x
COc1ccccc1N(C)S(=O)(=O)c1ccc(Cl)c(C(=O)NCCCN2CCOCC2)c1	-3.9%	7.4%	-19.2%	-11.3	50.6%	-3.5%	-1.1%

Next compounds follow:
SMILES	LmPK inh	Sm TGR block	TbPYK inhibitor	HCMV antiviral	AmpC inh no detg	AMA1 RON2 block	AmpC detergent
O=C(/C=C/c1ccccc1)NCCCNC(=O)/C=C/c1ccccc1	3.9%	-1.6%	4.8%	-16.6	-3.7%[11.4 µM]	3.0%	3.0%
Nc1cc(N2CCNCC2)c([N+](=O)[O-])cc1Cl	-4.8%	-10.5%	-2.8%	-31.7	-22.8%	10.2%	-5.3%
CCCN(C)C[C@@H]1OCc2cnnn2CCCC(=O)N([C@H](C)CO)C[C@H]1C	x	x	-1.8%	-6.4	x	2.8%	x
O=C(CCN1CCCC1)Nc1cccc(Br)c1	4.9%	-2.1%	-9.3%	21.3	-16.2%	1.5%	3.6%
CC(=O)Nc1nc(C)c(Oc2ccccc2)c(=O)[nH]1	1.2%	2.1%	-7.6%	21.1	-12.7%	21.4%	u
Cc1ccc(C(=O)N2CCC3(CC2)Oc2ccc(Cl)cc2C(=O)C32CC(c3ccccc3)=NO2)s1 (stereo unspecified)	6.3%	-20.3%	1.1%	-7.7	-2.5%	-21.0%	-4.2%
Cn1c(=O)c2c(ncn2CC(=O)Nc2cc(S(=O)(=O)N3CCCCC3)ccc2O)n(C)c1=O	x	x	0.6%	-14.7	-18.3%	16.9%	x
